# Screens: PubChem, several laboratories
# AHR act = activators of human aryl hydrocarbon receptor; P35869; AHR-responsive luciferase reporter cells, luminescence; activation, % at 5 µM; hit rate 2.5% among 320,000; AID 2796; in the data active means activation above about 47%;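 further: 0% = vehicle wells and 100% = reference agonist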
# ZTA DNA inh = counter-screen for EBNA-1 inhibitors: inhibitors of Epstein-Barr virus ZTA; ZTA-DNA binding, fluorescence polarization; inhibition, % at 11 µM; hit rate 0.15% among 320,000; in the data active means inhibition above about 33%
# MEP2 TOR yeast = alters MEP2-GFP fluorescence in TOR pathway yeast screen | S. cerevisiae MEP2-GFP strain, flow cytometry GFP, 3 h; 100% = DMSO control level | GFP response vs DMSO, % at 10 µM | hit rate 0.51% among 330,000;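 active means GFP response versus DMSO above a set limit, roughly screen mean plus 3 SD, cut at about 180% in these data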;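 further: median GFP fluorescence of the barcode-gated MEP2-GFP cells per well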
# RPL19A-GFP yeast = modulators of TOR pathway RPL19A-GFP in S. cerevisiae; S. cerevisiae RPL19A-GFP strain, flow cytometry, 3 h; stronger effect = lower value; percent response vs DMSO, % at 10 µM; hit rate 0.3% among 330,000; AID 2025;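 active means percent response vs DMSO below 50%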;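 further: median channel GFP fluorescence of the barcoded RPL19A-GFP strain; ratio of sample median GFP to plate DMSO average so 100% = DMSO; lower means less RPL19A-GFP as with rapamycin TOR inhibition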
# LAP4-GFP MLPCN = alters LAP4-GFP fluorescence in TOR pathway yeast screen | GFP response vs DMSO, % at 10 µM | S. cerevisiae LAP4-GFP multiplex, flow cytometry GFP, 3 h; median GFP as percent of DMSO wells | hit rate 0.34% among 320,000 | AID 2023;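 active means GFP response vs DMSO above a set limit, about the screen mean plus 3 SD, cut at about 150% in these data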
# proCasp7 act = counter-screen for procaspase-3 activators: activators of human procaspase-7. recombinant procaspase-7, Ac-DEVD-pNA absorbance 405 nm; D23A/D198A/D206A triple mutant, cannot self-cleave; scale: DMSO 0, 5 µM enzyme 100. activation, % at 8.5 µM. hit rate 0.093% among 330,000;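 active means percent activation above the screen-wide mean plus 3 SD, cut at about 25% in these data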
#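 System: Procaspase-7 triple mutant (PC-7 D3A); measure: % activation from two-timepoint absorbance difference, scaled to controls; times: 1 h compound preincubation, 2 h substrate cleavage, 25 °C; also added: Ac-DEVD-pNA substrate, 400 µM as added; measured by: Epi-absorbance of released pNA at 405 nm, two timepoints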
# proCasp3 act = procaspase-3 (human) activation; activation, % at 8.5 µM; recombinant procaspase-3 D3A, Ac-DEVD-pNA absorbance 405 nm; hit rate 0.11% among 330,000;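 active means activation above the mean of all tested compounds plus 3 SD, cut at about 21% in these data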;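 further: 0% = DMSO alone and 100% = DMSO wells spiked with extra 5 µM PC-3 D3A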
#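 Assay system – Procaspase-3 D3A mutant · Benchmarks – DMSO low control, extra-enzyme high control · Technique – 405 nm absorbance of p-nitroaniline, reads at 0 and 120 min · Doses – 8.5 µM nominal · Measure – % activation between DMSO and enzyme-spiked controls · Also added – Ac-DEVD-pNA chromogenic peptide substrate · Schedule – 1 h compound preincubation, 2 h substrate hydrolysis at 25 °C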
# EBNA-1 inh = blocks EBNA-1 binding to DNA | EBNA-1 DNA binding, fluorescence polarization | inhibition, % at 14.8 µM | hit rate 0.34% among 300,000 | AID 1950; in the data active means inhibition above about 28%
# * = called active by the depositor; . = not tested or not shown.
Structure	EBNA-1 inh	AHR act	LAP4-GFP MLPCN	proCasp7 act	RPL19A-GFP yeast	proCasp3 act	ZTA DNA inh	MEP2 TOR yeast
COc1ccc(Cc2nc(-c3cccs3)no2)cc1OC	1	14	103	-6	100	10	5	102
Cc1ccc(CNC(=O)C2CCCN(S(=O)(=O)N3CC(C)CC(C)C3)C2)cc1 (stereo not given)	-5	1	111	8	105	-4	7	108
CC(NC(=O)C(C)(C)C)c1nc2ccccc2n1C (stereo not given)	-11	6	104	-11	103	-1	-15	99
Cc1ccc(NC(=O)c2cc([N+](=O)[O-])ccc2Cl)c(O)c1	-13	49*	111	-14	104	-3	7	106
CCCCN(C(=O)c1cc(-c2ccncc2)nc2ccccc12)c1c(N)n(CC(C)C)c(=O)[nH]c1=O	.	4	96	5	95	0	.	97
CCc1ccc(C2=NN(CCC(=O)NC(C)CCc3ccccc3)C(=O)CC2)cc1 (stereo not given)	-10	0	102	0	92	6	-9	99
COc1ccc(CN2C(=O)NC3(CCCCC3)C2=O)cc1F	5	-1	87	-1	112	4	-23	111
O=C(/C=C/c1ccco1)Nc1nc(-c2ccc(F)c(F)c2)cs1	2	-8	112	-3	101	-3	24	104
Cc1cccc(C(=O)NCC(=O)Nc2ccc(S(=O)(=O)Nc3nc(C)cc(C)n3)cc2)c1	0	2	99	7	99	7	3	104
C=C(C)COc1ccc(-c2n[nH]c(C)c2-c2ccc(OC)c(OC)c2)c(O)c1	-4	14	109	2	103	3	-4	108
O=C(Nc1ccc(Oc2cccnc2)cc1)C1CCN(Cc2cc(Cl)ccc2O)CC1	-3	-1	92	0	104	4	-8	111
COC(=O)C(O)(CC(=O)Nc1ccc(Cl)cc1F)C(F)(F)F (stereo not given)	-12	-4	97	0	98	2	-11	100
COc1cc(C(=O)OCCn2c(=O)c3c(ncn3CCN(C)C)n(C)c2=O)cc(OC)c1OC	7	-2	87	-11	101	-15	2	99
O=C(CSc1nnc(C2COc3ccccc3O2)o1)NC1CCCCC1 (stereo not given)	2	2	97	2	98	7	-7	97
COc1ccc(S(=O)(=O)N2CCCCCC2)cc1C(=O)Nc1ccc(C)cn1	16	-1	105	0	98	4	5	97
CCC(CO)Nc1ncnc2onc(-c3ccc(F)cc3)c12 (stereo not given)	6	1	105	12	104	3	7	110
COc1ccc(CCNC(=O)CSc2nc3ncccc3[nH]2)c(OC)c1	14	9	98	8	100	-1	3	108
CCOC(=O)c1c(C)[nH]c(C(=O)N/N=C/c2ccc(Br)cc2)c1C	16	67*	.	-5	.	6	3	.
COc1ccccc1CNS(=O)(=O)c1ccc(-n2cccn2)cc1	1	3	94	-3	100	2	-5	93
Cn1c(Nc2ccccc2)nc2ccccc21	-6	2	100	9	101	1	-18	106
O=C(NC1CCCCC1)c1cc([N+](=O)[O-])ccc1N1CCCCC1	7	0	108	11	101	5	13	108
CCN1C(=O)S/C(=C/c2cn(C)c3ccccc23)C1=O	5	19	98	4	106	-6	-5	94
Cc1ccc(NC(=O)C2CCN(C(=O)c3ccco3)CC2)cc1	13	-2	98	-1	103	6	14	104
COc1cc(NC(=O)CCCn2c(=O)oc3ccccc32)cc(OC)c1	.	7	97	10	92	3	.	92
CCCCOC(=O)CSC1=C(C#N)C(c2ccccc2OC)C(C#N)C(=O)N1 (stereo not given)	1	-1	102	-1	101	-4	0	110
CCN(CC)S(=O)(=O)c1ccc2oc(SCC(=O)Nc3cc(C)on3)nc2c1	-4	5	92	-24	87	-5	-1	92
COc1ccc(Cl)cc1N1C(=NC(=O)C2CCCO2)SC2CS(=O)(=O)CC21 (stereo not given)	6	-1	96	6	98	7	2	99
CCCCn1c(N)c(N(CCC(C)C)C(=O)Cc2ccc(S(=O)(=O)N3CCOCC3)s2)c(=O)[nH]c1=O	6	0	113	4	106	3	0	103
Cc1ccc(C(=O)N/N=C/c2ccc3c(c2)OCO3)o1	13	142*	97	-7	101	6	14	103
O=C(Nc1ccccc1Cl)c1csc(-c2cccnc2)n1	-1	48*	104	6	100	-4	8	98
CCOC(=O)C(=CNNc1ccsc1C(=O)OC)C(=O)OCC	-5	-1	110	3	100	-1	0	100
Cc1cc(-c2ccccc2C(=O)Nc2ccccc2O)on1	-16	-2	106	6	97	-5	-2	96
Cc1ccccc1C(=O)NCCCc1ccccc1	-8	1	117	1	98	-6	-11	98
COc1ccccc1/C=C/C(=O)OCC(=O)Nc1c(C)nn(-c2ccccc2)c1C	.	0	107	-3	96	8	-4	116
O=C(Cc1ccccc1F)Nc1ccc(Cl)nc1	0	16	102	6	99	6	-14	103
CN(Cc1cc2ccccc2[nH]c1=O)C(=O)c1cccs1	5	-2	102	1	96	2	-13	98
COCCCNCCCCOc1ccccc1-c1ccccc1	-9	-1	94	15	101	-2	7	101
COc1cc(C=Nc2cccc([N+](=O)[O-])c2C)ccc1OC(C)=O	-2	-1	112	3	109	-4	4	106
COC(=O)c1cc(NS(=O)(=O)c2ccc(N3CCOCC3)c([N+](=O)[O-])c2)cc(C(=O)OC)c1	6	4	87	-5	96	1	1	97
CC1(C)NC(=O)N(CC(=O)N2CCN(c3ccc([N+](=O)[O-])cc3)CC2)C1=O	.	-2	94	2	96	5	4	93
COc1ccc2c(CC(=O)Nc3c(C)n(C)n(-c4ccccc4)c3=O)coc2c1	2	4	93	3	96	4	4	95
O=C(Nc1ccc(Cl)cn1)c1ccc2nccnc2c1	-2	3	98	7	105	5	-3	102
O=C(Cc1cccs1)Nc1ccc(F)cc1F	0	0	84	6	102	-3	10	98
CC(C)CC(c1nnnn1Cc1ccco1)N1CCN(C2CCCC2)CC1 (stereo not given)	1	-2	102	8	99	-18	-6	101
Cc1ccc(C(=O)N[C@@H](Cc2ccccc2)C(=O)N2CCC3(CC2)NCCc2[nH]cnc23)cc1C	1	2	105	-1	95	0	-14	92
O=C(CCCNS(=O)(=O)c1cccc2nsnc12)NCCc1ccccc1	-8	-1	104	4	102	1	-5	99
CC1CCc2cc(F)ccc2N1C(=O)CSc1nnc2c(n1)[nH]c1ccc(F)cc12 (stereo not given)	8	1	91	-7	98	-3	12	97
C=CCn1c(COc2ccccc2)nnc1SCC(=O)NCC(=O)OCC	-9	-3	99	1	100	-6	-13	99
CCN(CC)S(=O)(=O)c1cccc(C(=O)Nc2ccc(S(=O)(=O)NC3=NCCCCC3)cc2)c1	2	3	103	3	105	-9	-10	111
Cc1cc(C)cc(NC(=O)N2CCCCCCC2)c1	-4	18	94	-9	100	2	-13	103

# Fetched one by one from above (two):
Structure	EBNA-1 inh	AHR act	LAP4-GFP MLPCN	proCasp7 act	RPL19A-GFP yeast	proCasp3 act	ZTA DNA inh	MEP2 TOR yeast
O=C(CCCNS(=O)(=O)c1cccc2nsnc12)NCCc1ccccc1	-8	-1	104	4	102	1	-5	99
CCN(CC)S(=O)(=O)c1cccc(C(=O)Nc2ccc(S(=O)(=O)NC3=NCCCCC3)cc2)c1	2	3	103	3	105	-9	-10	111

# AHR act: entries above that show a hit.
structure | EBNA-1 inh | AHR act | LAP4-GFP MLPCN | RPL19A-GFP yeast | proCasp3 act | MEP2 TOR yeast
Cc1ccc(NC(=O)c2cc([N+](=O)[O-])ccc2Cl)c(O)c1 | -13 | 49* | 111 | 104 | -3 | 106
CCOC(=O)c1c(C)[nH]c(C(=O)N/N=C/c2ccc(Br)cc2)c1C | 16 | 67* | . | . | 6 | .
Cc1ccc(C(=O)N/N=C/c2ccc3c(c2)OCO3)o1 | 13 | 142* | 97 | 101 | 6 | 103
O=C(Nc1ccccc1Cl)c1csc(-c2cccnc2)n1 | -1 | 48* | 104 | 100 | -4 | 98

# Continuation:
Structure	EBNA-1 inh	AHR act	LAP4-GFP MLPCN	proCasp7 act	RPL19A-GFP yeast	proCasp3 act	ZTA DNA inh	MEP2 TOR yeast
Cc1nnc(NC(=O)c2ccc(S(=O)(=O)N3CCOCC3)cc2)s1	14	2	107	2	99	9	0	98
COc1ccc(C/C(C)=N/NC(=O)c2ccc(Cl)cc2)cc1	12	6	95	15	94	4	10	94
C=CCn1c(=O)c(C(=O)NCc2ccccc2)c(O)c2ccccc21	-5	4	82	5	103	4	11	96
O=C(O)c1ccc(N/N=C/c2ccnc3ccccc23)cc1	-11	23	114	-10	100	-11	-2	101
Cc1ccc2[nH]c3c(=O)n(CCN4CCOCC4)cnc3c2c1	8	11	89	15	91	-3	11	96
CN1CCN(c2ccc(NC(=O)c3ccc4ccccc4c3)cc2)CC1	-5	-3	103	-2	100	0	1	114
Cc1ccc(NC(=O)CCC(=O)N2CCC(C)CC2)c([N+](=O)[O-])c1	-3	4	103	2	100	-3	-4	111
CC(C)NC(=O)C(C)Oc1ccc(S(=O)(=O)NCc2ccc3c(c2)OCO3)cc1 (stereo not given)	4	0	93	8	107	1	1	110
CC(=O)N1N=C(c2ccncc2)CC1c1ccccc1O (stereo not given)	-22	1	97	7	98	-7	-3	102
COc1ccc(-c2nn(C)c(=O)c3ccccc23)cc1NC(=O)COc1ccccc1	-3	10	97	11	98	2	-8	99
CCS(=O)(=O)Nc1cccc(-c2ccc3nnc(-c4cccnc4)n3n2)c1	-2	29	171*	5	79	-9	-2	88
O=C(C1CC1)N1CCC(c2nc(-c3ccc(S(=O)(=O)N4CCCC4)cc3)no2)CC1	1	1	98	-5	96	2	-15	106
CCc1ccccc1NC(=S)/N=C(\N)Nc1nc(C)c2cc(C)ccc2n1	5	17	112	6	96	13	7	97
CC(CCN1CCN=C1Nc1ccccc1)c1ccccc1 (stereo not given)	7	3	123	-6	100	-3	2	98
Cc1cccc(OCCN2C(=O)c3ccccc3C2=O)c1	8	13	125	11	96	-6	3	100
O=C1Nc2ccc(S(=O)(=O)NCCC3=CCCCC3)c3cccc1c23	-1	3	88	-3	93	3	4	93
Clc1ccc(Sc2ccc(/C=N/n3cnnc3)o2)cc1	4	8	111	-12	106	1	19	102
O=C(CCC(=O)Nc1cccc(Cl)c1)N/N=C/c1cc([N+](=O)[O-])ccc1O	5	3	103	-4	101	-7	-15	108
COC(C(=O)N/N=C(\C)c1ccc(O)cc1)c1ccccc1 (stereo not given)	-2	2	99	4	101	9	-1	102
NC(=O)c1ccsc1NC(=O)CSc1nnc(Nc2ccccc2)s1	6	24	103	4	99	7	3	87
C/C(N)=C(/C#N)C(=O)CN1CCCCC1	-2	-1	96	-3	102	1	5	99
CCCCCCCN1C/C=C\C(c2ccc(OC)cc2)N(Cc2ccc(F)cc2)C(=O)[C@H]1Cc1ccccc1 (stereo not given in full)	3	-3	110	-1	102	12	-4	125
COc1ccc(NC(=O)CCc2c(C)nn(-c3ccc(N4CCOCC4)nn3)c2C)cc1	-18	5	86	-9	97	-6	5	99
COc1cc(/C=N/n2nnnc2N)cc(OC)c1OC	-2	4	116	5	94	-1	-9	99
CC(C)(C)c1ccc(C(=O)NC(=S)NNC(=O)COc2ccccc2)cc1	-1	29	90	-14	85	-8	14	91
COCCN(CC(=O)NCC1CCCO1)C(=O)CCC(=O)Nc1cc(C)ccn1 (stereo not given)	1	4	94	-6	97	4	7	96
Cc1ccc(/C=C/C(=O)NCc2ccncc2)cc1	2	3	100	-1	105	3	-1	107
Cc1ccc(-n2c(=O)c3c4c(sc3n(Cc3cc(=O)n5ccccc5n3)c2=O)CCC4)cc1C	-4	-1	83	0	102	0	0	93
O=C1N(O)C2(C=CCCC2)/C(=N\O)C12CCCCC2 (stereo not given)	-11	2	99	5	104	-2	-11	97
